# CHO-K1 Ca antag: nonselective inhibitor or artifact in parental CHO-K1 cells | 360,000 compounds, 0.6% hits | inhibition, % at 3 µM | ATP-induced calcium, Fluo-8 fluorescence;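 active = inhibition above a per-plate cutoff, the plate's mean sample inhibition plus 3 SD, cut at about 24% in these data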;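 also: 0% = DMSO plus EC80 ATP and 100% = DMSO alone without ATP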
# CHRM1 agonist: agonists of human M1 muscarinic receptor; CHO-K1 hM1, Fluo-8 calcium fluorescence, agonist mode; 0% DMSO, 100% acetylcholine EC100; AID 588814; activation, % at 3 µM; 360,000 compounds, 0.33% hits;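 active = activation above the run's mean compound activation plus 3 SD, cut at about 16% in these data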;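 also: peak over basal fluorescence ratio within a 140 s kinetic read after compound addition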
# Target sequence (P11229 whole entry, looked up): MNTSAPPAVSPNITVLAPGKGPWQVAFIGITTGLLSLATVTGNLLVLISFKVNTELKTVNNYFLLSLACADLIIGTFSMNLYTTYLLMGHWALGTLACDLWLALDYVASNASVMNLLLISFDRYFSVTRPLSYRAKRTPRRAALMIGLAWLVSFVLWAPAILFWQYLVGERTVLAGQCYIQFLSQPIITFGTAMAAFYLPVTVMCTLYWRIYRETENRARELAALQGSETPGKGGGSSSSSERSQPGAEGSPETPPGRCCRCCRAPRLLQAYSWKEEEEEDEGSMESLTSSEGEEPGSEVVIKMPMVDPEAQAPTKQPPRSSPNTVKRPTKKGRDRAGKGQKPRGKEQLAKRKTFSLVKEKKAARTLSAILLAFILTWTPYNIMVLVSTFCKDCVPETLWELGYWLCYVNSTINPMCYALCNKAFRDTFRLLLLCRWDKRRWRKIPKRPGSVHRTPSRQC
# TAAR1 antag: antagonists of human TAAR1; Q96RJ0; CHO RD-HGA16 TAAR1, Fluo-8 calcium fluorescence, antagonist; inhibition, % at 3 µM; 360,000 compounds, 1.5% hits; AID 624466;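 active = inhibition above a per-plate cutoff, the mean inhibition of test compounds on that plate plus 3 SD, cut at about 49% in these data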;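 also: 0% = DMSO plus EC80 beta-PEA response and 100% = DMSO alone without agonist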
# Target sequence (Q96RJ0 whole entry, looked up): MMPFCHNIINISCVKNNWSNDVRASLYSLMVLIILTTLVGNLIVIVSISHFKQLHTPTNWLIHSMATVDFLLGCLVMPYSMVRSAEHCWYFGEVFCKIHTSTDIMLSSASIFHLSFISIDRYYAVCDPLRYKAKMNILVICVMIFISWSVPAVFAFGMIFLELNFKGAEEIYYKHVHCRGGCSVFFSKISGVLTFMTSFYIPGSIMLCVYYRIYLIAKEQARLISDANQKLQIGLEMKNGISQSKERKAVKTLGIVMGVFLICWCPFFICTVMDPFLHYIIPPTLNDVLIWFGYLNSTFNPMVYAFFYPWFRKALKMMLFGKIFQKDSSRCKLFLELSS
#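 Material: CHO RD-HGA16 cells bearing hTAAR1; compound dosing: one-point dosing, 3 µM nominal final; schedule: dye loading 75 min at 37 °C, then 30 min room temperature; measured by: calcium fluorescence with Fluo-8; control set: vehicle and agonist controls; replication: n of 1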
# OXTR potentiator: potentiates the human oxytocin receptor response. P30559. CHO-OTR cells, Fluo-8 calcium fluorescence, potentiator mode; 0% = oxytocin EC15, 100% = EC100. activation, % at 3 µM. 320,000 compounds, 0.061% hits;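 active = activation above that plate's cutoff, the mean activation of tested compounds plus 3 SD, cut at about 6.6% in these data, passing the limit was not always enough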;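 also: 100% uses oxytocin at 75 nM as the full agonist control; some results filed as inactive read as strong as hits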
#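 Material: CHO-OTR cells, human receptor; compound dosing: single dose, 3.0 µM nominal final compound concentration; schedule: 6 min compound pre-incubation at room temperature, 100 s kinetic read; measured by: kinetic Fluo-8 calcium fluorescence; read-out basis: % activation vs EC15 and EC100 oxytocin; controls: EC15 oxytocin alone as 0%, 75 nM oxytocin as 100%; replicates: singlicate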
# M1 antag: antagonists of human M1 muscarinic receptor; P11229; AID 588852; CHO-K1 hM1, Fluo-8 calcium fluorescence, ACh EC80 antagonist; inhibition, % at 3 µM; 360,000 compounds, 1.3% hits;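 active = percent inhibition above its own plate's cutoff, namely the mean of that plate's compound wells plus 3 SD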;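 also: peak over basal fluorescence ratio during 140 s after agonist addition; 0% = ACh EC80 plus DMSO and 100% = DMSO alone without agonist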
# CHO-K1 Ca PAM: M1 PAM counterscreen hit in parental CHO-K1 cells. AID 602247. 360,000 compounds, 0.02% hits. ATP EC20, Fluo-8 calcium fluorescence; 0% at ATP EC20, 100% at ATP max. activation, % at 3 µM;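 active = activation above the run cutoff, the mean activation of all test compounds plus 3 SD, cut at about 40% in these data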;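 also: peak over basal fluorescence ratio in a 140 s read after ATP addition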
# TAAR1 ag: human TAAR1 agonism; CHO RD-HGA16 TAAR1, Fluo-8 calcium fluorescence; vehicle wells 0%, saturating PEA agonist 100%; Q96RJ0; 360,000 compounds, 0.99% hits; activation, % at 3 µM;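 active = activation above the mean activation of all test compounds in the run plus 3 SD, cut at about 38% in these data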
#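 Repeats: no replicates (n 1) | Material: CHO-derived RD-HGA16 cells with stable Gα16 and human TAAR1 | Technique: Kinetic Fluo-8 calcium fluorescence | Schedule: 17-24 h seeding, 75 min 37 °C dye, 30 min RT | Evaluation: % activation from peak over basal fluorescence ratio, DMSO-to-PEA scaled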
# CHO-K1 Ca ag: nonselective activator or artifact in parental CHO-K1 cells; Fluo-8 calcium fluorescence; scaled to maximal ATP response, vehicle zero; activation, % at 3 µM; 360,000 compounds, 0.48% hits; in the data active = activation above about 15%;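 also: untransfected CHO-K1 host cells lacking M1 receptor as counterscreen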
# CHO parental Ca: signal in parental CHO cells, OX1R antagonist counter-screen | inhibition, % at 5.6 µM | parental CHO-K1, ATP-induced calcium, Fluo-8 fluorescence | AID 463079 | 330,000 compounds, 0.63% hits;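 active = inhibition above that plate's mean sample inhibition plus 3 SD, cut at about 26% in these data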;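 also: 0% = ATP-challenged DMSO wells and 100% = DMSO wells without ATP; some compounds past the cut are filed as inactive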
#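 Measured by: calcium-sensitive Fluo-8 fluorescence / Test system: CHO parental line / Controls: ATP-challenged DMSO wells low, unchallenged DMSO wells high / Measure: % inhibition / Compound: single nominal dose of 5.6 µM per compound / Replicates: single well per compound, no replicates / Reagent: ATP as calcium-mobilizing challenge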
# * = called active by the depositor; nt = not tested or not shown.
Compound,M1 antag,CHO-K1 Ca PAM,OXTR potentiator,CHRM1 agonist,TAAR1 ag,CHO-K1 Ca antag,CHO parental Ca,TAAR1 antag,CHO-K1 Ca ag
Cc1ccc(C(=O)NN2C(=O)C3C4C=CC([C@@H]3C2=O)C42CC2)cc1 (some centres not stated),-4,10,-1,-5,-1,-2,-13,-8,-0.2
O=C(COC(=O)c1ccc([N+](=O)[O-])s1)Nc1ccc(F)cc1,-6,7,-7,-3,4,-10,-2,13,2.2
O=[N+]([O-])c1cccc(CN2C[C@@]34C=C[C@@H](C[C@@H]3S2(=O)=O)O4)c1,-1,0,-2,-7,12,-8,-7,5,-0.1
O=C(Nc1ccc(-n2cc(Cl)cn2)cc1)c1ccncc1,-15,25,-2,-2,8,-5,-3,8,3.8
Nc1nc(Nc2ccc(Cl)cc2)c(NC=O)c(=O)[nH]1,-26,16,-12,1,2,-10,2,-23,0.4
COc1ccccc1CN1CCC(n2nccc2NC(=O)CCCc2ccccc2)CC1,12,16,1,-6,3,-2,-34,-15,2.1
COc1ccc(CN2CCSCC2)c(OC)c1C,-8,8,nt,-8,1,-1,nt,-3,0.4
CCOC(=O)c1c(-c2ccccc2Cl)cn2ccccc12,1,10,0,-6,15,100*,7,3,1.1
COc1ccc(-c2ccc(N)cn2)cn1,9,-14,-2,-7,17,3,-3,-1,0.3
CC1/C(=N/O)CC(c2ccccc2)NC1c1ccccc1 (configuration not stated),15,-6,-5,-12,10,-5,-11,-6,0.2
O=C(COC(=O)c1ccccc1C(=O)c1ccccc1)Nc1cccc([N+](=O)[O-])c1,1,2,-16,-4,11,-3,4,23,2.8
CCOC(=O)c1cccc(NC(=O)CCS(=O)(=O)c2ccc(Br)s2)c1,-5,0,-11,-2,16,-3,-17,4,0.5
Cc1onc(-c2ccccc2Cl)c1C(=O)c1ccccc1,0,7,-8,-8,4,-8,-14,-23,1.1
CC(=O)Nc1ccc2nc(NC(=O)C(Cl)(Cl)Cl)sc2c1,-20,11,-4,-8,5,-9,1,20,0.4
O=C1CCC(C(=O)OCC(=O)Nc2ccc(SC(F)F)cc2)=NN1,7,11,nt,0,1,-3,nt,6,0.6
Cc1cc(C)nc(NS(=O)(=O)c2ccc(NC(=S)NC(=O)c3cccnc3)cc2)n1,-8,13,0,-7,8,-4,-8,-2,0.4
CC(=O)N(C)C1(c2nnnn2CCOC(=O)Nc2cccc3ccccc23)CCCC1,5,2,-6,-2,5,-4,-14,3,-0.1
COc1cc(CNc2ncn[nH]2)ccc1OCc1ccccc1C,-6,-1,-3,-1,9,-2,-4,-18,0.9
CCN1CCN(C(C(=O)NC2CCCC2)c2cc3c(cc2[N+](=O)[O-])OCO3)CC1 (configuration not stated),-15,9,-4,-8,4,-10,10,-36,0.0
CCOC(=O)C(NC(C)=O)(Nc1ccc(S(=O)(=O)Nc2cc(C)on2)cc1)C(F)(F)F (configuration not stated),10,-4,-18,-2,10,5,-17,-7,0.4
CCCOc1ccc(N2C(=O)CC(N3CCN(c4nc5ccccc5s4)CC3)C2=O)cc1 (configuration not stated),-15,24,-15,-5,6,-14,-32,1,0.3
CN(C)S(=O)(=O)c1ccc(C(=O)Nc2nnc(SCc3ccccc3)s2)cc1,-6,-2,-4,-3,0,8,8,-10,-0.1
O=S(=O)(NCC1(N2CCOCC2)CCCCC1)c1ccc(F)c(F)c1F,-24,12,-8,-7,2,-4,-8,-27,-0.4
CN(C)CCn1c(=S)[nH]c2ccccc2c1=O,-10,5,-11,-2,2,-8,-8,-1,0.2
CCOC(=O)[C@]12CCCC=C1N(Cc1ccco1)C(=O)[C@H](CC(=O)NCc1ccccc1)C2,nt,2,nt,nt,0,-10,nt,12,-0.1
COc1cccc(N/C=C/c2onc(C)c2[N+](=O)[O-])c1,2,4,-14,-5,7,2,-3,2,0.1
CCOc1ccccc1NC(=O)c1ccc2c(c1)C(=O)N(CC(C)C)C2=O,-14,10,-6,-3,-1,-8,-18,-15,0.3
c1ccc2c(c1)CCCN2c1nc(N2CCOCC2)nc(N2CCOCC2)n1,-9,18,-11,-1,3,-10,-6,-16,1.2
COc1cccc(Nc2ncnc3c2cnn3C)c1,-11,21,-3,-2,2,-20,2,1,0.6
Cc1ccc(/C(O)=C2\C(=O)C(=O)N(Cc3cccnc3)C2c2ccccc2[N+](=O)[O-])cc1 (configuration not stated),-2,12,0,-5,-2,2,-7,-35,-0.4
Cc1nc(CC(C)C)cc(C(=O)N2CCCC(Nc3ccc(C)c(C)c3)C2)n1 (configuration not stated),-5,-16,-2,-3,1,-5,-23,-11,0.4
CCNC(=O)CSc1nnc(-c2ccc(OC)cc2)n1CC(C)C,-4,20,-2,-5,8,-6,-13,-9,0.5
O=C(NCCc1ccc(Cl)cc1Cl)c1cccnc1,-9,4,-10,-1,3,-25,-15,-4,2.7
O=C(O)CC(Cc1ccc(Cl)cc1)C(=O)Nc1ccc([N+](=O)[O-])cc1 (configuration not stated),10,-11,8,-1,1,4,-6,3,-0.2
COc1ccc(C(=O)/C=C/c2ccc(OC)c(CN3CCOCC3)c2)cc1,10,-8,-5,-10,-1,15,-20,-6,-0.3
Cc1ccc(Nc2nnc(SCC(=O)NC3CC3)s2)cc1,-18,14,1,-4,10,-10,-12,-15,0.0
O=C(O)CC(NC(=O)Cc1ccccc1)c1cc([N+](=O)[O-])ccc1Cl (configuration not stated),-3,25,-2,-7,3,-8,2,0,11
O=C(c1ccccc1F)N1CCN(c2ccccn2)CC1,-10,29,nt,-1,8,-12,nt,0,0.6
O=C(COc1ccccc1)Nc1cc(C(F)(F)F)ccc1N1CCCC1,-6,18,-7,-4,0,-7,-3,14,-0.1
CCN(CC1COc2ccccc2O1)C(=O)CN1C(=O)NC(C)(c2ccc(C)cc2)C1=O (configuration not stated),0,-3,-13,3,5,-10,-23,1,3.5

# Quoted at random: 3 records from the list
Compound,M1 antag,CHO-K1 Ca PAM,OXTR potentiator,CHRM1 agonist,TAAR1 ag,CHO-K1 Ca antag,CHO parental Ca,TAAR1 antag,CHO-K1 Ca ag
O=C(NCCc1ccc(Cl)cc1Cl)c1cccnc1,-9,4,-10,-1,3,-25,-15,-4,2.7
COc1cccc(N/C=C/c2onc(C)c2[N+](=O)[O-])c1,2,4,-14,-5,7,2,-3,2,0.1
O=C(c1ccccc1F)N1CCN(c2ccccn2)CC1,-10,29,nt,-1,8,-12,nt,0,0.6

# Next part
Compound,M1 antag,CHO-K1 Ca PAM,OXTR potentiator,CHRM1 agonist,TAAR1 ag,CHO-K1 Ca antag,CHO parental Ca,TAAR1 antag,CHO-K1 Ca ag
COc1ccc(OC)c(NC(=O)COC(=O)Cc2ccc(-c3ccccc3)cc2)c1,10,2,-2,-10,2,4,-17,-11,0.1
Fc1ccccc1N1CCN(c2nc3ccccc3n3nnnc23)CC1,-31,6,-11,1,17,4,-19,2,0.2
CN(C)N=Nc1ccc(S(N)(=O)=O)cc1,-8,3,-7,-3,6,3,-16,-1,0.2
COC(=O)c1ccc(=O)n(-c2ccc(OC)cc2)c1,-5,14,-7,-2,2,-8,-5,-5,0.0
CCc1nc2ccccc2n1Cc1ccccc1F,-4,5,-6,-6,-1,-5,-7,6,0.7
CC(C)(C)c1cc[n+](-c2[nH]c(=O)sc2/C=N/NC(=O)c2ccccc2[O-])cc1,-8,-9,-10,-1,4,0,25,4,0.1
COc1ccc(OC)c(NC(=O)Cc2csc(NC(=O)Nc3ccccc3OC)n2)c1,2,-25,-4,2,23,-3,3,65*,5.5
CCc1c(C(=O)NC2CCCC2)csc1C,-7,9,7,-6,9,-8,-25,-5,-1.0
Fc1ccc(-c2cc(-c3cccs3)cc(-c3ccccc3)n2)cc1,-22,16,-1,-2,9,-20,-28,-58,0.0
Cc1cc2cc(CN(CCN(C)C)C(=S)NCc3ccco3)c(=O)[nH]c2cc1C,6,0,-22,-13,1,4,-29,0,0.0
Nc1ccc(-c2cnc(N)c(C(=O)c3cccnc3)n2)cn1,-4,-15,nt,-10,nt,-8,nt,nt,-0.1
O=C(CCC(=O)N1CCN(c2cccc(Cl)c2)CC1)c1cccs1,-14,1,-16,-2,4,2,-19,-10,2.4
CCCNC(=O)c1ccc2c(c1)ncn2-c1cc(C)cc(C)c1,1,3,-1,-2,-1,-8,-22,3,0.0
CCOC(=O)C(NC(=O)c1ccc(F)cc1)(Nc1nnc(C)s1)C(F)(F)F (configuration not stated),-3,-3,-2,-5,0,-8,-6,-9,0.1
O=C(c1[nH]c(C(F)(F)F)nc1-c1ccccc1)N1CCN(C(=O)C2CCCO2)CC1 (configuration not stated),-25,17,nt,-2,1,-22,nt,-7,0.6
CCOC(=O)Cn1c(=O)oc2cc(S(=O)(=O)Nc3cccc(C)c3)ccc21,3,28,-10,8,17,-3,8,7,6.5

# An excerpt from above in order of length of the SMILES, smallest number first:
Compound,M1 antag,CHO-K1 Ca PAM,OXTR potentiator,CHRM1 agonist,TAAR1 ag,CHO-K1 Ca antag,CHO parental Ca,TAAR1 antag,CHO-K1 Ca ag
Fc1ccc(-c2cc(-c3cccs3)cc(-c3ccccc3)n2)cc1,-22,16,-1,-2,9,-20,-28,-58,0.0
Cc1cc2cc(CN(CCN(C)C)C(=S)NCc3ccco3)c(=O)[nH]c2cc1C,6,0,-22,-13,1,4,-29,0,0.0
O=C(c1[nH]c(C(F)(F)F)nc1-c1ccccc1)N1CCN(C(=O)C2CCCO2)CC1 (configuration not stated),-25,17,nt,-2,1,-22,nt,-7,0.6
CC(C)(C)c1cc[n+](-c2[nH]c(=O)sc2/C=N/NC(=O)c2ccccc2[O-])cc1,-8,-9,-10,-1,4,0,25,4,0.1

# Screens as filed in PubChem BioAssay.
